Compound activity from PubChem.
PrPC TRFRET: inhibitors of human cell surface prion protein PrPC, primary screen, cell-based, TR-FRET; TR-FRET read-out; 0.43% of 370,000 active; AID 720596, 2013; inhibition, % at 13.8 µM; in the data active means inhibition above about 24%; further: 0% = median of the test wells and 100% = reference compound wells
CCHF vOTU inh: CCHFV vOTU protease inhibitors, primary screen, biochemical, Pep-AMC substrate, fluorescence; inhibition, % at 11.5 µM; 0.55% of 370,000 active; AID 651958, 2012; in the data active means inhibition above about 30%; further: 0% = vehicle wells with enzyme and 100% = no enzyme wells
Numbers without * were called inactive. These rows are one share of the data. The share of hits here may be higher or lower than overall.

molecule	PrPC TRFRET	CCHF vOTU inh
COc1cc(C=Nn2c(-c3n[nH]c4c3CCC4)n[nH]c2=S)ccc1OCc1ccccc1	-3.6	2.5
COC(=O)[C@]12C[C@H](CC(=O)NCc3ccc(OC)c(OC)c3)C(=O)N(Cc3ccco3)C1=C[C@H](COCc1ccccc1)O[C@@H]2C	-2.7	-1.9
COCC(=O)N(C)[C@H]1C[C@H]2c3[nH]c4c(-c5ccc6c(c5)OCO6)cccc4c3CCN2C(=O)[C@H]1[C@H](C)O	-4.9	-0.3
CN1Cc2nnn(Cc3ccccc3)c2-c2cc(N3CCCC3)ccc2S1(=O)=O	3.2	-5.3
COc1ccccc1NC(=O)C1=C(C)NC(SCC(=O)c2ccc(C)cc2)=C(C#N)C1c1ccco1 (stereo not given)	-18.0	-0.2
C#CCNC(=O)C[C@H]1C(=O)N(CCCOC)C2=CCCCC[C@]21C(=O)OC	3.7	12.7
CC(C)C[C@H]1COc2ccc(Cl)cc2S(=O)(=O)N1Cc1cn(Cc2ccc(C(F)(F)F)cc2)nn1	-2.1	0.7
CCn1c(COc2ccccc2)nnc1SCC(=O)Nc1ccc(Oc2ccccc2)cc1	2.8	8.1
COC(=O)c1cc2c(c3c4cc(C)ccc4n(C(=O)c4ccccc4)c13)C(=O)N(Cc1ccccc1)C2	3.6	4.5
COC(=O)c1ccc2nc(-c3ccc(Cl)cc3)c(Cc3ccccc3)n2c1	-2.0	-0.6
Cc1cc(O)cc(=O)n1-c1ccc(Cl)c(C(F)(F)F)c1	-1.0	-10.7
O=[N+]([O-])c1ccccc1C=Nn1c(-c2cc(-c3ccccc3)n[nH]2)n[nH]c1=S	-21.3	17.0
COC(=O)C1=C(C)N(Cc2ccc(Cl)cc2)C(=S)NC1c1cccc(Br)c1 (stereo not given)	4.8	7.2
CCCCCCCCN1C(=O)[C@@H](CC(=O)N2CCN(C(=O)c3ccco3)CC2)C[C@@]2(C(=O)OC)C1=C[C@H](C(C)C)O[C@@H]2C1CC1	2.7	32.1*
COc1ccc(-c2ccc3c(n2)CCCN3S(=O)(=O)c2ccc(OC)cc2)cc1	23.4	15.9
Cc1ccccc1CN1CCCCC(NC(=O)Nc2ccccc2F)C1=O (stereo not given)	14.4	0.4
CCOC(=O)[C@@]12CN(C(=O)OC(C)(C)C)CC=C1N(Cc1ccc(OC)cc1)C(=O)[C@H]2CC(=O)NCC1CCCCC1	2.5	13.7
CCCCCCCCN1C(=O)[C@@H](CC(=O)NCc2cccc(C(F)(F)F)c2)C[C@@]2(C(=O)OC)C1=C[C@H](C(C)C)O[C@@H]2C1CC1	2.2	29.8*
COC(=O)[C@@]12C[C@@H](CC(=O)NCc3ccc(C)o3)C(=O)N(Cc3ccccc3)C1=CCC(C)(C)C2	1.8	13.1
Cc1ccc(S(=O)(=O)N2c3ccccc3OC(C(=O)OC(C)(C)C)(C(=O)OC(C)(C)C)C2CC(=O)c2ccccc2)cc1 (stereo not given)	-6.9	5.9
CCCCNC(=O)C(NC(=O)Cc1cc(OC)cc(OC)c1)C(=O)c1ccccc1 (stereo not given)	0.8	18.9
COC(=O)C1CCN(C(=O)C2CC(=O)N(c3ccc(OC)cc3)C2c2ccc(OC)cc2)CC1 (stereo not given)	2.7	-1.2
O=S(=O)(c1ccc(Cl)cc1)N1Cc2ccc(Br)cc2-n2nncc2C1	-3.0	7.7
CCN(CC)c1ccc(NC(=O)CSc2nnc(SCc3ccc(Cl)cc3)s2)cc1	-5.3	2.0
Cc1ccc(C)c(NC(=O)C2CCCN2S(=O)(=O)c2cccc3cccnc23)c1 (stereo not given)	3.1	1.1
Cc1ccc(-c2nnc(SCC(=O)c3ccc(O)c(O)c3)n2-c2ccc(Cl)cc2)cc1	-1.0	10.9
COCCCNC(=O)C[C@H]1C[C@@]2(C(=O)OC)C(=C[C@H](C(C)C)O[C@@H]2C2CC2)N(CCC2=CCCCC2)C1=O	0.4	8.6
COC(=O)[C@H](Cc1ccccc1)N1CC=CS1(=O)=O	-0.3	-10.1
O=C(NC1CCCC1)C(c1ccccc1)n1c(-c2cccs2)nc2ccccc21 (stereo not given)	4.8	11.1
CCCCOCC1CN(CCCC)S(=O)(=O)c2c(cccc2N(C)S(=O)(=O)c2ccc(C)cc2)O1 (stereo not given)	2.2	32.2*
CC(=O)C[C@@H]1OC[C@H](Cc2ccccc2)N1S(=O)(=O)c1ccc(C)cc1	5.3	0.4
O=C(NC1CCCC1)C(C1CC1)n1c(C2CC2)nc2ccccc21 (stereo not given)	-7.0	-3.7
CC(C)(C)OC(=O)NCCc1nc(NC(=O)OCc2ccccc2)sc1C(=O)O	-3.6	0.7
CCCCNC(=O)c1nc(-c2cccnc2OC)oc1-c1ccc(Cl)cc1	5.3	15.0
COC(=O)[C@]12C[C@H](CC(=O)NCC3CCCCC3)C(=O)N(Cc3cccc4ccccc34)C1=C[C@H](C(C)C)O[C@@H]2C1CC1	-2.5	16.3
COc1ccc2c(c1)CNC2CS(=O)(=O)NCc1ccc(F)cc1 (stereo not given)	-5.7	-6.3
CC(C)N(C(N)=NC(=O)OCc1ccccc1)C(C)C	7.2	2.3
COC(=O)[C@]12C[C@H](CC(=O)NCCC(C)C)C(=O)N(CCc3ccc(OC)c(OC)c3)C1=C[C@H](C(C)C)O[C@@H]2C1CC1	-4.2	17.9
O=C1CCC2(CCCCC2)N1CCCO	-6.3	-1.4
Cc1ccc(-n2c(SCC(=O)Nc3ccc(Oc4ccccc4)cc3)nnc2-c2cccc(C)c2)cc1	-1.2	5.6
COc1ccc2c(c1)[C@@]1(OCCC=C[C@H]1C)C(=O)N2C/C=C(\C)CCC=C(C)C	0.1	6.3
COC(=O)[C@]12C[C@H](CC(=O)NCC34CC5CC(CC(C5)C3)C4)C(=O)N(Cc3ccco3)C1=C[C@H](COCc1ccccc1)O[C@@H]2C	-6.4	11.3
Nc1[nH]c(C(=O)c2ccccc2)c(-c2ccc(Cl)cc2)c1C(=O)c1c[nH]c2cc(F)ccc12	-6.8	-2.3
COc1ccc(CNS(=O)(=O)/C=C/c2cc(C)ccc2CNC(=O)OC(C)(C)C)cc1	10.8	11.8
CCCC(C)C(=O)NC1CCCCN(Cc2ccccc2C)C1=O (stereo not given)	2.6	-5.9
CCOC(=O)/C=C/c1cc(F)ccc1O	-4.1	-0.9
CC1CCC2(CC1)CCN(CCCOC(=O)Nc1cccc(F)c1)C2=O (stereo not given)	13.7	8.1
C=CCN1C(=O)[C@H](CC(=O)N2CCSCC2)[C@@]2(C(=O)OCC)CCCC=C12	4.8	1.4
O=c1c(-c2ccco2)nc2ccccc2n1C(c1ccccc1)c1nc2ccccc2[nH]1 (stereo not given)	-3.3	3.2
COc1ccc(OC)c(CNS(=O)(=O)c2ccccc2Br)c1	-3.7	0.8
C=CCCC1CN(Cc2ccc(OC)cc2)S(=O)(=O)c2c(cccc2N(C)S(=O)(=O)c2ccc(C)cc2)O1 (stereo not given)	-2.0	-2.2
Cn1c(N)c(C(=O)CCc2ccccc2)c(=O)n(C)c1=O	11.6	0.1
CC(C)c1[nH]nc2c1C(c1cccc(C(F)(F)F)c1)N(c1ccccc1)C2=O (stereo not given)	-2.5	34.4*
CCOC(=O)[C@]12CCCCC/C=C\1N(Cc1ccc(OC)cc1)C(=O)[C@H]2CC(=O)N1CCC(c2ccccc2)CC1	5.1	22.5
CCOC(=O)C1=CCC(c2ccccc2)N(S(=O)(=O)c2ccc(C)cc2)[C@H]1CC (stereo not given in full)	3.3	17.7
CCC(c1ccc(NC(=O)OC(C)(C)C)cc1)c1cc(OC)cc(OC)c1 (stereo not given)	4.9	11.1
COC(=O)C[C@@H]1CC[C@H](NC(=O)c2ccc3c(c2)OCO3)[C@@H](CO)O1	-4.5	0.7
CCC(C)CN1C(=O)CN(S(C)(=O)=O)CC1(C)C(=O)NCc1ccccc1 (stereo not given)	3.2	5.7
CN(C)CC(=O)N[C@@H]1C[C@@H]2O[C@@H](CO)CC[C@@H]2O[C@@H]1CCc1ccc(C#Cc2ccccc2)cc1	-0.9	7.6
C[C@H]1CN(C(=O)OC(C)(C)C)CCN1c1ccc(N2CC[C@H](O)C2)c(C#N)c1	1.5	21.8

Laid out differently: two of the compounds above
Below each compound – PrPC TRFRET, CCHF vOTU inh
> Cn1c(N)c(C(=O)CCc2ccccc2)c(=O)n(C)c1=O
 : 11.6, 0.1
> CC(C)c1[nH]nc2c1C(c1cccc(C(F)(F)F)c1)N(c1ccccc1)C2=O (stereo not given)
 : -2.5, 34.4*

Back to the main list; the 4 compounds before the break are reprinted first.
molecule	PrPC TRFRET	CCHF vOTU inh
COC(=O)C[C@@H]1CC[C@H](NC(=O)c2ccc3c(c2)OCO3)[C@@H](CO)O1	-4.5	0.7
CCC(C)CN1C(=O)CN(S(C)(=O)=O)CC1(C)C(=O)NCc1ccccc1 (stereo not given)	3.2	5.7
CN(C)CC(=O)N[C@@H]1C[C@@H]2O[C@@H](CO)CC[C@@H]2O[C@@H]1CCc1ccc(C#Cc2ccccc2)cc1	-0.9	7.6
C[C@H]1CN(C(=O)OC(C)(C)C)CCN1c1ccc(N2CC[C@H](O)C2)c(C#N)c1	1.5	21.8
CS(=O)(=O)N1Cc2cc(Br)ccc2-n2nncc2C1	2.9	7.0
O=c1c2cc3cc(Cl)ccc3nc2ncn1N1CCCCC1	-3.0	14.9
CCOc1ccc(NC(=O)CN2C(=O)c3cccc4cccc2c34)cc1	3.9	-13.8
CCOC(=O)N1CCN(C(C(=O)NC2CCCC2)C(C)C)CC1 (stereo not given)	0.1	21.0
COC(=O)[C@]1(Cc2ccccc2)NC=C(C(=O)c2ccccc2)[C@@H]1c1cccs1	-7.3	-2.6
COP(=O)(O)C(C)NC(=O)OCc1ccccc1 (stereo not given)	9.3	1.5
O=S(=O)(c1ccccc1)N1CCC(c2nc3ccccc3o2)CC1	-3.8	-0.8
O=c1[nH]c(-c2ccccc2)cn1C1CCN(Cc2ccc(-c3nc4ccc(F)cc4nc3-c3ccccc3)cc2)CC1	3.2	-4.6
Cc1ccc(S(=O)(=O)N2CC3C(=O)C[C@@H](c4ccccc4)N(S(=O)(=O)c4cccc(Cl)c4)C3CC2c2ccccc2)cc1 (stereo not given in full)	-0.2	15.1
COCc1cc(N2CCNC[C@@H]2C)ccc1N1CCN(Cc2ccccc2)[C@@H](C)C1	-11.9	-4.5
CCCCOCCCNC(=O)C[C@H]1C[C@@]2(C(=O)OC)C(=C[C@H](COCc3ccccc3)O[C@@H]2C)N(CCC2=CCCCC2)C1=O	-1.3	14.7
CCCCN1CC(COCc2ccccc2)Oc2cccc(Oc3ccc(SC)c(C)c3)c2S1(=O)=O (stereo not given)	-4.8	9.8
O=C(NCc1ccccc1)C(CCc1ccccc1)n1c(=O)c(-c2cc3ccccc3[nH]2)nc2ccccc21 (stereo not given)	-2.0	-3.1
COc1ccc(C2=Nc3ccccc3N(C(=O)c3cc(Cl)cc(Cl)c3)C2C(=O)NCc2ccccc2)cc1 (stereo not given)	6.2	17.5
NC(=O)c1ncn([C@@H]2O[C@H](C(=O)N[C@H](Cc3ccccc3)C(=O)N3CCN(CC(=O)Nc4ccccn4)CC3)[C@@H](O)[C@H]2O)n1	9.0	-1.7
C=CCN1C(=O)[C@@H](CC(=O)NCCCC)[C@]2(C(=O)OCC)CCCCC/C=C/12	1.9	0.8
COC(=O)[C@]12C[C@H](CC(=O)N3CCN(C(=O)c4ccco4)CC3)C(=O)N(Cc3ccc4c(c3)OCO4)C1=C[C@H](COCc1ccccc1)O[C@@H]2C	-4.5	-2.5
COc1cccc(C(=O)Nc2ccc(Oc3nnc(-c4ccccc4)c4ccccc34)cc2)c1	7.8	-14.0
CN1OC[C@@H]2CN3C4(C[C@@H]21)c1ccccc1C3(c1ccccc1)c1ccccc14	-2.8	0.4
COc1ccc(/C=C2\CC3(OC(=O)c4ccc(F)cc4)CCCN2C3)cc1 (stereo not given)	2.2	9.7
CCCCc1c(-c2ccccc2OC)ncn1Cc1cc(F)cc(F)c1	3.8	12.8
Cc1ccc(NCc2nnc(SCC(N)=O)n2CCc2ccccc2)cc1	2.6	12.9
CC(C)c1cc(Cn2c3ccccc3c(=O)n2C(C)Cn2cc(CCCC#N)nn2)on1 (stereo not given)	-1.9	-18.4
Cc1ccccc1C(=O)NC1CCCCN(Cc2ccc(Cl)cc2)C1=O (stereo not given)	-0.6	-4.7
Nc1ccn([C@@H]2O[C@H](C(=O)N[C@H](Cc3ccccc3)C(=O)N3CCN(C(=O)N4CCOCC4)CC3)[C@@H](O)[C@H]2O)c(=O)n1	2.5	-11.5
O=C(Nc1ccc2ccccc2c1)C(c1ccccc1F)n1c(=O)c(-c2cc3ccccc3[nH]2)nc2ccccc21 (stereo not given)	4.3	-6.5
Cn1cccc1[C@]1(O)C(=O)Nc2ccc(F)cc21	-1.9	-2.8
CCCC[C@H]1C2CC(OC(=O)Nc3ccccc3)C(C2)[C@H]2CCCCN21 (stereo not given in full)	-8.9	-2.9
CCCCCNC(=O)C(c1ccc(OC)cc1)n1c(=O)c(-c2cc3ccccc3[nH]2)nc2ccccc21 (stereo not given)	7.8	6.4
O=C(NCCc1ccccc1)OCc1cn(Cc2cccc(Cl)c2)nn1	14.5	-0.2
